MKP-3 inhibition = inhibition of rat DUSP6 enzyme activity – biochemical, in vitro, primary screen (AID 425) | recombinant MKP-3 phosphatase activity, fluorescence; higher % means a stronger effect | inhibition, % at 20 µM, or IC50 in µM where a hit was titrated | 110,000 tested, 0.17% active; in the data active = inhibition above about 50%;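 note: plate controls were vehicle for no effect and reference inhibitor for full effect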
Hsp70 inhibitors = small molecules displacing fluorescent ligand from Hsp70 – biochemical, fluorescence polarization, primary screen (AID 583) | Hsp70 fluorescence polarization probe displacement, mP; higher % means a stronger effect | displacement, % at 20 µM, or IC50 in µM where a hit was titrated | 140,000 tested, 0.06% active; in the data active = displacement above about 50%;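 note: plate controls were vehicle for no effect and reference ligand for full effect; a part of the inactive calls stands beside numbers as strong as those of hits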
Numbers without * were called inactive; / = not tested or not shown; & = joins results of further samples.

Hsp70 inhibitors	MKP-3 inhibition	compound
0.9%	-1%	COc1ccc(C(=O)NC(=S)NCc2ccco2)cc1
-4.9%	/	CC1SCCN1S(=O)(=O)c1ccc2ccccc2c1 (stereo not given)
-2.5%	4%	COc1cc(-c2nc3sc4c(c3c(=O)[nH]2)CCCC4)ccc1OCc1cccc(F)c1
-6.2%	5%	CCCOC(=O)c1ccc(NC(=O)/C=C/c2ccc3c(c2)OCO3)cc1
3.7%&-7.5%	/	CCOC(=O)c1c(CN2CCOCC2)n(C)c2cc(Br)c(O)c(CN(C)C)c12
-2.4%	3%	O=C(CCc1ccccc1)NNC(=O)c1ccc(F)cc1
0.3%	/	O=C(N/N=C1\CCCc2ccccc21)c1cccc([N+](=O)[O-])c1
-5.0%	/	Cc1ccnc(SCC(=O)N2CCN(c3ccccc3)CC2)n1
3.0%	6%	CCOC(=O)c1c(NC(=O)c2cccc(Cl)c2)sc(C(=O)Nc2cccc(C(F)(F)F)c2)c1C
7.0%	/	O=C(NCc1cccnc1)C1CCCN(S(=O)(=O)c2cccc3nsnc23)C1 (stereo not given)
-4.1%	-14%	Cc1ccc(-c2nnc(COc3cccc(-n4cnnn4)c3)o2)cc1
-4.9%	/	CN1CCN(c2nc(-c3ccccc3)cc(C(F)(F)F)n2)CC1
-1.3%	1%	COC(=O)c1cccc(NC(=O)CN2CCOCC2)c1
-1.3%	-3%	COc1ccc(CCNC(=O)c2cccc([N+](=O)[O-])c2C)cc1OC
1.4%	-7%	OC(COCC1COc2ccccc2O1)CN1CCc2ccccc2C1 (stereo not given)
-2.7%	-1%	COc1ccc(C(O)Cc2nc3ccccc3n2Cc2ccc(Cl)cc2)cc1 (stereo not given)
-1.9%	3%	O=C(NC(=O)c1ccc(Cl)c(Cl)c1)OC1CCS(=O)(=O)C1 (stereo not given)
5.5%	/	Cc1ccc(S(=O)(=O)NCc2nnc(SCC(=O)Nc3cccc(C)c3C)n2C)cc1
-6.3%	-16%	CC1C(C#N)=C(N)OC2=C1C(=O)CC(C)(C)C2 (stereo not given)
1.4%	0%	O=C(CN(c1cccc(Cl)c1)S(=O)(=O)c1ccccc1)NCc1ccncc1
-151%	2%	CCCc1cc(C(=O)OC)c(NC(=O)c2cccc(OC(C)C)c2)s1
0.2%	2%	Cc1ccc(-c2cc(OC(=O)c3ccccc3)cc3sc(=O)oc23)cc1
/	-7%	CCOC(=O)N1CCN(C(=O)c2oc3ccc(S(=O)(=O)N4CCCCCC4)cc3c2C)CC1
-0.6%	/	COc1cccc(C(=O)N(C)c2nnc(-c3ccncc3)s2)c1
8.9%	-2%	O=S(=O)(NC1=NCCCCC1)c1cccs1
-3.3%	-3%	C=C1C(C(=O)N2CCOCC2)C1C(=O)N1CCOCC1 (stereo not given)
1.3%	1%	Cc1ccccc1N1C(=O)c2cccc3c(C(=O)O)ccc(c23)C1=O
4.0%	3%	Nc1nc(Nc2ccccc2)nc(NCc2ccccc2)c1[N+](=O)[O-]
98%*	1%	COc1ccccc1NC1=NC2(CCCCC2)N=C(N)N1
-6.0%	3%	Cc1c(-c2ccc(F)cc2)[n+](=O)c2c(n1[O-])CCC2
0.5%	3%	O=C(Nc1cc(F)c(F)cc1Cl)OCc1cccc([N+](=O)[O-])c1
0.4%	-1%	CC(=O)NS(=O)(=O)c1ccc(NC(=O)c2ccc([N+](=O)[O-])cc2Cl)cc1
1.9%	-3%	Cc1ccc2c(c1)c1ncnc(N3CCN(c4ccccc4)CC3)c1n2C
-1.0%&2.6%	-4%&2%	CCCc1[nH]nc2c1C(C1CCCCC1)C(C#N)=C(N)O2 (stereo not given)
1.6%	4%	CC(C)C(c1nnnn1Cc1ccccc1)N1CCN(Cc2ccc3c(c2)OCO3)CC1 (stereo not given)
7.3%	-2%	CCOc1ccc(C2=Cc3cc(OC)c(OC)cc3S(=O)(=O)O2)cc1
-0.8%	-6%	CCc1c(C)nc(N)n2c(SCC(=O)N3CCCc4ccccc43)nnc12
-3.8%	-6%	CCOC(=O)C1CCN(Cc2coc3ccc(Cl)cc3c2=O)CC1
-3.2%	/	O=C(COc1ccccc1)N/N=C/c1cc2c(cc1[N+](=O)[O-])OCO2
3.0%	2%	N#Cc1nc(COc2cccc(Cl)c2)oc1NCc1ccncc1
0.6%	-5%	Cc1occc1-c1nnc(SCC(=O)c2ccc(Cl)cc2)n1C
-4.0%	3%	CSc1ccc(/C=C/C(=O)c2ccc(NC(=O)c3ccccc3F)cc2)cc1
2.0%	/	CC1Cc2ccccc2N1C(=O)CSc1nnnn1C(C)C (stereo not given)
0.6%	-7%	CCOC(=O)C1CCN(C(=O)c2cc(S(=O)(=O)N3CCOCC3)c(Cl)cc2Cl)CC1
4.6%	0%	COc1cc(/C=C2/C(=O)NC(=O)N(c3ccc(Cl)cc3)C2=O)cc([N+](=O)[O-])c1O
-2.5%	4%	COc1ccc(C(O)(CNCc2ccccc2)c2ccccc2)cc1 (stereo not given)
3.6%	-10%	O=C(CCn1c(=O)oc2ccccc21)N1CCN(c2ccccc2F)CC1
-4.2%	/	O=C1c2ccccc2C(=O)N1CC1CCCO1 (stereo not given)
-1.6%	/	O=C(CCC1CCCCC1)Nc1c[nH]c(=O)[nH]c1=O
-7.1%	/	Nc1nc(-c2ccco2)nn1C(=O)c1ccccc1
-4.5%	3%	Cc1ccc(Cn2c3ccccc3n3cc(-c4ccc([N+](=O)[O-])cc4)nc23)cc1
-4.0%	-10%	N#CC1=C(N)Oc2cc3c(cc2C1c1ccc(Cl)cc1)OCO3 (stereo not given)
0.0%	2%	CSc1nc2ccc(NC(=O)CSc3ccccn3)cc2s1
13%	/	c1ccc(CSc2nnc(-c3ccco3)c(-c3ccco3)n2)cc1
-1.6%	3%	Clc1ccccc1CN1CCN(Cc2ccccn2)CC1
1.4%	-3%	COc1ccc(CN2CCCCCC2)c(C)c1C
2.8%	3%	Cn1c(=O)c2c(nc(Oc3cccc(/C=N/NC(N)=S)c3)n2C)n(C)c1=O
3.1%	/	O=C(CSc1nnc(-c2cc3ccccc3cc2O)n1Cc1ccco1)N1CCc2ccccc2C1
-4.1%	/	COc1ccc(C2=NOC(C(=O)NCCCn3ccnc3)C2)cc1 (stereo not given)
-4.9%	6%	Cc1ccc(-c2nnc(-c3cccc(F)c3)o2)cc1

2 entries from above, set out differently.
| molecule | Hsp70 inhibitors | MKP-3 inhibition |
| --- | --- | --- |
| O=C1c2ccccc2C(=O)N1CC1CCCO1 (stereo not given) | -4.2% | / |
| O=C(CCC1CCCCC1)Nc1c[nH]c(=O)[nH]c1=O | -1.6% | / |

(continued)
Hsp70 inhibitors	MKP-3 inhibition	compound
-1.3%	2%	CCCC(c1nnnn1CS(=O)(=O)c1ccc(C)cc1)N1CCN(c2ccccc2)CC1 (stereo not given)
-0.1%	0%	COc1ccccc1/C=N/Nc1nc(N2CCOCC2)nc(N2CCOCC2)n1
-0.4%	4%	CCOC(=O)c1cc(CC)sc1NC(=O)C1CC1
2.1%	2%	O=[N+]([O-])c1cccc(-c2noc(-c3ccccc3Cl)n2)c1
-4.8%	1%	C=CCc1cccc2cc(C(=O)N(CC)CC)c(=O)oc12
-7.1%	2%	CC(=O)c1cc(OC(=O)N2CCOCC2)ccc1OC(=O)N1CCOCC1
/	-2%	COc1ccc(C(=O)c2c[nH]c3ccccc23)cc1
0.9%	0%	COc1cc(CNc2ccc(Br)cc2C)cc(OC)c1OC
4.4%	4%	COC(=O)c1ccccc1NC(=O)c1cc(OC(C)=O)cc(C(=O)Nc2ccccc2C(=O)OC)c1
0.4%	5%	Cc1cc(/C=N/NC(=O)CC#N)c(C)n1-c1ccc(Cl)cc1Cl
4.7%	3%	CNC(=O)Nc1ccccc1NC(=O)NC
1.6%	-2%	COc1ccc(N2C(=O)c3ccccc3NC2c2c(F)c(F)c(F)c(F)c2F)cc1 (stereo not given)
-3.4%	-9%	COCCOC(=O)c1[nH]c2c(c1C)C(=O)CC(c1ccc(F)cc1)C2 (stereo not given)
2.1%	/	Cc1cccc(N2CCN(Cc3oc(CO)cc(=O)c3O)CC2)c1C
0.5%	-8%	COc1ccccc1NC(=O)C1=C(C)Nc2nc(-c3cccs3)nn2C1c1cccnc1 (stereo not given)
1.4%	5%	Cn1c(Cn2c(=O)sc3ccccc32)nnc1SCC(=O)Nc1ccccc1
28%	-3%	COc1ccccc1N1CCN(c2nc3ccccc3n3nnnc23)CC1
-6.2%	-16%	COc1ccc(N2CC(C)Cn3c2nc2c3c(=O)[nH]c(=O)n2C)cc1 (stereo not given)
3.1%	4%	CC(C)c1ccc(CNc2cc(N3CCCC3)ccc2[N+](=O)[O-])cc1
2.8%	-5%	O=C1/C(=C/c2ccc(I)cc2)SC(=S)N1c1ccc([N+](=O)[O-])cc1
-2.7%	4%	C=CCOc1ccccc1/C=N/NS(=O)(=O)c1ccc(Cl)cc1
/	-18%	O=C1c2ccccc2C(=O)N1CCc1nn[nH]n1
-4.4%	-2%	COC(=O)C1=C(C)NC2=C(C(=O)c3ccccc32)C1c1ccc(Br)o1 (stereo not given)
-4.1%	-8%	OC(COc1cccc2ccccc12)CN1CCN(c2ccccn2)CC1 (stereo not given)
-3.7%	-6%	CC(c1ccccc1)N1CNc2c(c(=O)n(C)c(=O)n2C)C1 (stereo not given)
-3.6%	2%	C=CCn1c(=O)c2ccccc2n2c(SCc3cc(=O)n4ccsc4n3)nnc12
4.4%	3%	O=C1/C(=C/c2ccc(-c3ccccc3[N+](=O)[O-])o2)SC(=S)N1c1cccc(Cl)c1
3.3%	-5%	O=C(Nc1ccccc1)Nc1nnc(CSCc2ccc(F)cc2)s1
1.0%	-3%	O=C(c1cc(-c2cccc(O)c2)on1)N1CCOCC1
0.6%	-10%	CCSc1ncc(Cl)c(C(=O)N(Cc2ccc(N(C)C)cc2)C2CCS(=O)(=O)C2)n1 (stereo not given)

Record cards, as listed above. Order of values: Hsp70 inhibitors, MKP-3 inhibition
C=CCn1c(=O)c2ccccc2n2c(SCc3cc(=O)n4ccsc4n3)nnc12 is entered as -3.6%, 2%
OC(COc1cccc2ccccc12)CN1CCN(c2ccccn2)CC1 (stereo not given) is entered as -4.1%, -8%
O=C(Nc1ccccc1)Nc1nnc(CSCc2ccc(F)cc2)s1 is entered as 3.3%, -5%
O=C1/C(=C/c2ccc(I)cc2)SC(=S)N1c1ccc([N+](=O)[O-])cc1 is entered as 2.8%, -5%
COC(=O)C1=C(C)NC2=C(C(=O)c3ccccc32)C1c1ccc(Br)o1 (stereo not given) is entered as -4.4%, -2%

More structures.
Hsp70 inhibitors	MKP-3 inhibition	compound
1.5%	2%	CCOc1ccc2oc(C)c(C(=O)OCCOC)c2c1
1.7%	0%	COC(=O)c1sc(NC(=O)c2ccccc2OC)c(C(=O)OC)c1C
-0.5%	/	Cc1ccc(N=Nc2c(C)[nH][nH]c2=O)c(C)c1
3.1%	0%	CC1C(C(=O)N(C=O)c2ccccc2)C2C=CC1C21CC1 (stereo not given)
-1.9%	0%	COc1ccc(N(CC(=O)Nc2cccc(Cl)c2)S(C)(=O)=O)c(OC)c1
5.7%	/	O=c1cc(CSc2nnnn2-c2ccccc2)nc(Nc2ccc(F)cc2)[nH]1
-0.3%	6%	CN1CCN(C(=O)C2C3C=CC(C3)C2C(=O)O)CC1 (stereo not given)
-1.9%	-2%	Cc1cccc(N(C2C=CS(=O)(=O)C2)S(=O)(=O)c2ccccc2)c1 (stereo not given)
-0.9%	13%	COCCN(Cc1ccccc1)P(=O)(O)c1ccccc1OCC(=O)O
-14%&-9.9%	-4%&-1%	CCc1ccc(O)c(N=Cc2ccccc2O)c1
-0.9%	4%	COC(=O)c1cc(C(=O)Nc2cc(C(=O)OC)ccc2C(=O)OC)cc([N+](=O)[O-])c1
1.3%	-1%	COc1ccc(OC)c(C2=C[N+](=O)C(C)(C)C(C)(C)N2[O-])c1
-0.8%	-1%	Cc1ccc(-c2nnn(CC(=O)N(Cc3ccccc3)C(C(=O)NC3CCCC3)c3ccncc3)n2)o1 (stereo not given)
-0.7%	2%	O=C(NCc1ccc(Cl)cc1)c1cccc(I)c1
-2.8%	2%	CCOc1ccc(NC(=O)CCN2C(=O)S/C(=C\c3ccc(OC)c(OC)c3)C2=O)cc1

Six structures from above, sorted by formula weight, low to high.
Hsp70 inhibitors	MKP-3 inhibition	compound
-0.5%	/	Cc1ccc(N=Nc2c(C)[nH][nH]c2=O)c(C)c1
1.5%	2%	CCOc1ccc2oc(C)c(C(=O)OCCOC)c2c1
-1.9%	0%	COc1ccc(N(CC(=O)Nc2cccc(Cl)c2)S(C)(=O)=O)c(OC)c1
-0.9%	4%	COC(=O)c1cc(C(=O)Nc2cc(C(=O)OC)ccc2C(=O)OC)cc([N+](=O)[O-])c1
-2.8%	2%	CCOc1ccc(NC(=O)CCN2C(=O)S/C(=C\c3ccc(OC)c(OC)c3)C2=O)cc1
-0.8%	-1%	Cc1ccc(-c2nnn(CC(=O)N(Cc3ccccc3)C(C(=O)NC3CCCC3)c3ccncc3)n2)o1 (stereo not given)

More structures:
Hsp70 inhibitors	MKP-3 inhibition	compound
-0.7%	-1%	Cc1ccccc1-n1c(O)c(C=NCc2ccccc2F)c(=O)[nH]c1=O
0.4%	-3%	Cn1c(C(=O)N2CCCC(C(=O)NCCc3ccccc3)C2)cc2sccc21 (stereo not given)
-3.1%	2%	CCOc1ccc(N2C(=O)/C(=C/c3ccccc3C(=O)O)SC2=S)cc1
3.9%	2%	COc1cc(Cl)cc(/C=C2/C(=O)NC(=O)N(c3cccc(C)c3)C2=O)c1O
-6.6%	0%	Cc1cc(Cl)ccc1NC(=O)c1ccc(N(Cc2ccccc2)S(C)(=O)=O)cc1
9.3%	-19%	CCCC(=O)OCCNC(=O)c1cc2ccccc2oc1=O
4.1%	-5%	NC(=O)c1ccccc1N=Cc1cccc([N+](=O)[O-])c1
-0.6%	-10%	CCOc1ccc(NS(=O)(=O)c2ccc(SC)cc2)cc1
-1.1%	-1%	CCn1c(SCC(=O)c2ccccc2)nnc1-c1cc2cc(Br)ccc2o1

An excerpt, so the mix of outcomes need not match the whole.
